Screening results as filed in PubChem BioAssay.
AHR activator – activators of human aryl hydrocarbon receptor | P35869 | AHR-responsive luciferase reporter cells, luminescence | activation, % at 5 µM | 2.5% of 320,000 active | AID 2796; in the data active = activation above about 47%;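 also: 0% = vehicle wells and 100% = reference agonist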
pPAFAH FP inh – inhibitors of human plasma PAF acetylhydrolase (pPAFAH); AID 463082; recombinant pPAFAH, FP-rhodamine probe fluorescence polarization; inhibition, % at 3.39 µM; 1.5% of 330,000 active; Q13093;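 active = inhibition above the mean inhibition across the screen plus 3 SD, cut at about 25% in these data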;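 also: inhibitors block binding of the rhodamine activity-based probe so polarization drops; 0% = enzyme with DMSO and 100% = wells lacking pPAFAH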
Bcl-xL primary – Bcl-xL (human) inhibition; Q07817; GST-Bcl-xL / FITC-Bim BH3 peptide fluorescence polarization; inhibition, % at 10.9 µM; 0.7% of 320,000 active;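 active = inhibition above the mean of all tested compounds plus 3 SD, cutoff set per campaign, cut at about 30% in these data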;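 also: 0% = DMSO wells and 100% = unlabeled Bim-BH3 peptide competitor; inhibitors lower millipolarization by displacing the labeled peptide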
MCL1-BIM inh – MCL1-BIM-BH3 interaction inhibition (human) | Q07820 | GST-MCL1 / FITC-Bim-BH3 fluorescence polarization | inhibition, % at 10.9 µM | 0.68% of 320,000 active | AID 2057;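 active = inhibition above the mean inhibition of all tested compounds plus 3 SD, set per campaign, cut at about 40% in these data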;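 also: 0% = DMSO wells and 100% = unlabeled Bim-BH3 peptide control; higher means more loss of mP so more displacement of Bim peptide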
Target sequence (Q07820 whole entry, looked up): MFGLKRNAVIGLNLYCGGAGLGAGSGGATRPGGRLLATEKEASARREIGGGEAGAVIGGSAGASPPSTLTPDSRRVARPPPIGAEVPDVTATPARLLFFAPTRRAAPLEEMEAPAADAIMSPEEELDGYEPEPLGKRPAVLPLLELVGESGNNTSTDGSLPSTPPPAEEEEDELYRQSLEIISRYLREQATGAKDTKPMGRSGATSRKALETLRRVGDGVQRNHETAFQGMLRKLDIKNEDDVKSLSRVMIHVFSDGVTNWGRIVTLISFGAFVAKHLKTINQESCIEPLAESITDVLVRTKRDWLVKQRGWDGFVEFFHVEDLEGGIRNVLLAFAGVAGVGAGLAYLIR
GLD-1 RNA inh – GLD-1-TGE RNA interaction inhibition (C. elegans). purified GLD-1 + fluorescein TGE RNA, fluorescence polarization. inhibition, % at 5.96 µM. 0.44% of 320,000 active;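 active = percent inhibition above a per-plate cutoff, the plate mean of test compounds plus 3 SD, cut at about 30% in these data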;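 also: 0% = DMSO wells with GLD-1 and probe and 100% = wells lacking GLD-1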
PME-1 primary – PME-1 (human) inhibition; recombinant PME-1, FP-Rh probe fluorescence polarization; inhibition, % at 5.9 µM; 0.53% of 320,000 active; AID 2130;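 active = inhibition above the campaign mean of all compounds plus 3 SD, cut at about 26% in these data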;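 also: competitive labeling of PME-1 active site by serine hydrolase directed probe; 0% = PME-1 with DMSO and 100% = wells lacking PME-1 enzyme; inhibitors block probe labeling so polarization falls and inhibition rises; many of its hits are not listed in these tables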
MEX-5 binding – C. elegans MEX-5 TCR-2 RNA binding activity; Q9XUB2; MEX-5/FITC-TCR2 RNA binding, fluorescence polarization; hits give low values; activity score (negative = inhibition of binding), % at 10 µM; 0.38% of 300,000 active; AID 1832;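 active = inhibition past about -25% in most replicates, and total fluorescence under double the plate's negative control median, limit read from the data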;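 also: 0% = DMSO and -100% = 5 µM competing unlabeled TCR2 RNA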
Target sequence (Q9XUB2 whole entry, looked up): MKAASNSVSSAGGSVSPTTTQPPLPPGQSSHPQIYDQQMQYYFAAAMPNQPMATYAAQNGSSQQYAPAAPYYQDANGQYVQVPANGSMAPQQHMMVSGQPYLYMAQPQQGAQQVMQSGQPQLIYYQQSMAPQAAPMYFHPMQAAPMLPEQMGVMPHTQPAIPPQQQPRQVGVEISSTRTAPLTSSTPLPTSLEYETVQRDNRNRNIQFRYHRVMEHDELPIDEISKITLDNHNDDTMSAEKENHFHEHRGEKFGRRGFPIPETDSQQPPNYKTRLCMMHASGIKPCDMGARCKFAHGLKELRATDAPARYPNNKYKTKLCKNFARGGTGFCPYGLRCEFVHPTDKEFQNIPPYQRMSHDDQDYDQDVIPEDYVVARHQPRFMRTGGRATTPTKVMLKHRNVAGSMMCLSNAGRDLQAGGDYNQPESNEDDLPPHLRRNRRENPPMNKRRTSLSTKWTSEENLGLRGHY
Fam108B inh – Fam108B inhibition, counter-screen for RBBP9 inhibitors | recombinant Fam108B, FP-Rh probe fluorescence polarization | inhibition, % at 9.51 µM | 0.33% of 300,000 active | AID 1947;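 active = inhibition above the screen mean inhibition plus 3 SD, computed separately per campaign, cut at about 18% in these data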;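 also: inhibitors lower polarization as less probe binds the enzyme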
PAFAH1B2 FP inh – PAFAH1B2 (human) inhibition; recombinant PAFAH1B2, FP-rhodamine activity probe, fluorescence polarization; inhibition, % at 3.39 µM; 1.2% of 340,000 active; AID 492953;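 active = inhibition above the mean of all tested compounds plus 3 SD, cut at about 24% in these data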;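 also: 0% = enzyme with DMSO and 100% = wells lacking PAFAH1B2; many of its hits are not listed in these tables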
Active calls of the source: *; . = not tested or not shown. Only part of the results is shown; count on the stated rates, not on these rows.

mol,PAFAH1B2 FP inh,Fam108B inh,PME-1 primary,GLD-1 RNA inh,MEX-5 binding,pPAFAH FP inh,Bcl-xL primary,MCL1-BIM inh,AHR activator
O=C(Oc1ccc2c(c1)OCO2)c1ccncc1,4,4,-2,-1,-0.2,1,0,0,0
O=C(Nc1ccc2c(c1)CCCN2C(=O)c1ccco1)c1cc([N+](=O)[O-])ccc1Cl,-1,1,-5,-2,0.6,-1,2,2,15
O=C(Nc1ccccc1N1CCOCC1)c1cccnc1Cl,4,2,5,2,-1.5,5,3,-4,3
CC(C)(CO)Nc1nc(Nc2ccccc2)nc(Nc2ccccc2)n1,1,1,-3,5,0.6,-7,1,8,5
COc1cc2c(cc1OC)C(C(=O)Nc1ccc3c(c1)OCCO3)C1c3ccccc3CCN1C2=O (stereo unspecified),1,-2,-9,6,-1.2,-1,6,5,7
O=C(CSc1nccn1-c1ccc(F)cc1)Nc1ccc2c(c1)OCO2,3,1,-4,1,0.1,6,5,2,27
CC(=O)c1c(C)[nH]c(C(=O)OCc2ccc(F)cc2Cl)c1C,1,2,-1,4,-0.6,2,9,12,-4
COc1cc(OC)cc(C(=O)NNC(=O)CNC(=O)c2cccs2)c1,2,.,6,-3,.,0,5,13,9
O=C(CN1CC(=O)Oc2ccccc21)OCC(=O)c1cccc(Br)c1,-1,5,0,-1,-1.4,4,13,12,10
CN1CCN(c2c([N+](=O)[O-])cnc3ccccc23)CC1,4,2,-2,13,0.7,2,1,2,3
CC(C(=O)NC(=O)NC1CCCCC1)N1CCN(c2ccc(O)cc2)CC1 (stereo unspecified),-2,.,-1,5,.,-1,8,-1,3
CC(=O)NC(CCS(C)(=O)=O)C(=O)Nc1c(C)cccc1C (stereo unspecified),2,0,-2,3,1.3,3,-1,-5,2
O=C(c1cccs1)N1CCC(c2nc3c(nnn3Cc3c(Cl)cccc3Cl)c(=O)[nH]2)CC1,-1,0,9,9,0.3,8,8,7,2
O=C(Oc1ccc2c(c1)CCC2)N1CCOCC1,3,0,-2,1,-2.9,9,0,-2,8
NS(=O)(=O)c1ccc(CCNC(=O)c2cc(-c3ccccn3)nc3ccc(Br)cc23)cc1,-11,-49,-45,6,-4.3,-24,-1,5,7
CN(C)c1ccc([C@@H]2[C@@H]([N+](=O)[O-])[C@H]3C=Cc4ccccc4N3[C@H]2C(=O)c2ccc(Cl)cc2)cc1,4,-3,-3,-50,.,7,-56,-172,107*
O=C(CSCc1ccccc1)N/N=C/c1cc2c(cc1Br)OCO2,0,0,0,2,-1.2,5,4,5,13
Cc1ccc(-c2[nH]c3ccccc3c2C(C[N+](=O)[O-])c2ccco2)cc1 (stereo unspecified),-1,-1,1,-1,0.1,1,-4,-8,43
CCCCn1c(N)c(N(CC(C)C)C(=O)c2ccncc2)c(=O)[nH]c1=O,-4,1,-3,8,0.3,0,-3,-1,2
Cc1nn(-c2ccccc2)c(C)c1/C=N/NC(=O)c1cnccn1,10,-3,-1,0,0.6,-7,1,-4,28
COc1cc(C(C(=O)NC2CCCC2)N(Cc2ccccc2)C(=O)c2snc(C(N)=O)c2N)ccc1O (stereo unspecified),0,1,-7,-5,1.7,-1,4,4,3
COc1ccccc1CNC(=O)COC(=O)c1ccccc1SCC(=O)N1CCCC1,-1,1,1,4,-0.2,1,-4,-4,-1
Cc1ccc(C)c(NC(=O)CCN2CC(C)OC(C)C2)c1 (stereo unspecified),3,4,-7,-2,2.7,-4,5,5,2
O=C(CC1Oc2ccccc2NC1=O)NCCCN1CCCC1=O (stereo unspecified),2,-1,-2,0,-2.0,-3,-1,-3,7
OCCCCNCc1ccc(OCc2ccc(Cl)cc2Cl)cc1,0,-3,0,1,-4.1,1,4,1,-1
Nc1ccc(N2CCOCC2)c(S(=O)(=O)Nc2ccccc2Cl)c1,4,.,.,7,.,4,.,.,6
CCCn1nnnc1NC(=O)c1ccc(C)cc1Cl,0,-7,2,8,-1.2,-2,5,7,3
Cc1nn2c(-c3ccncc3)ccnc2c1Cl,-1,-3,3,3,-1.3,4,-1,-5,-2
CCCN(CC(=O)Nc1ccccc1C)C(=O)c1ccc2c(c1)S(=O)(=O)N=C1CCCCCN12,4,.,-2,2,.,2,5,-2,0
COc1ccc(NC(=O)CCCc2c[nH]c3ccccc23)cc1OC,7,2,0,8,1.2,6,3,-8,8
O=C1NCCN1Cc1ccccc1F,3,1,2,-2,0.9,-1,-2,-2,0
CC[n+]1c(-c2ccc(C)cc2)csc1Nc1c(C)n(C)n(-c2ccccc2)c1=O,6,2,1,-1,-2.8,5,6,5,0
CN(C)/C=C(/C(=O)c1ccc(Cl)cc1)S(=O)(=O)c1ccccc1,9,0,1,5,-3.1,9,5,-1,0
CC12CCC(C(=O)Nc3cccnc3)(CC1=O)C2(C)C (stereo unspecified),3,0,0,4,2.9,3,1,1,8
Cc1ccc(SCCNC(=O)c2ccc([N+](=O)[O-])c(C)c2)cc1,28*,-3,-9,-3,1.6,-6,0,-3,4
OCCn1c(SC2CCCCC2)nc2ccccc21,8,-2,0,3,-1.1,2,4,9,1
Nc1cccc2nc3ccccc3cc12,0,-3,-32,5,1.9,-2,-2,-6,22
Cc1ccccc1NC(=O)Nc1ccccc1C(=O)NCc1ccccc1,-2,-7,-3,6,0.1,6,4,-2,19
CCOC(=O)Cn1cc(C(=O)C(C)(C)C)c2ccccc21,0,-1,-5,-2,-1.2,5,0,-1,0
Cc1onc(-c2ccccc2)c1C(=O)Nc1ccc2c(C)cc(=O)oc2c1,1,7,3,2,1.6,-3,11,7,11
COc1ccc(NC(=O)CSc2nncn2C)cc1OC,4,4,-6,6,-1.1,-3,-4,-3,2
CCCCCn1c2nc3ccccc3nc2c2c(=O)n(CC(C)C)cnc21,3,0,-1,-2,-1.3,0,6,7,-1
O=C(COc1ccccc1)N=C1SC2CS(=O)(=O)CC2N1c1cccc(F)c1 (stereo unspecified),4,1,6,2,1.7,11,6,5,3
O=C(NCc1nnc(SC/C=C/c2ccccc2)o1)c1ccco1,0,0,-1,6,-1.3,0,1,0,1
O=C(Cc1ccc(S(=O)(=O)N2CCOCC2)s1)NC1CCCCC1,-3,.,1,-4,.,16,0,3,-2
CC1(NC(=O)c2ccccc2)CCN(CCCc2ccccc2)C1=O (stereo unspecified),2,.,-1,5,.,0,3,3,-3
CC1CCc2sc(C(=O)NCC(C)(C)N3CCOCC3)cc2C1 (stereo unspecified),8,4,-1,2,-0.2,1,3,1,11
Cc1ccc(S(=O)(=O)N2CCC(=O)N(C(COCc3cccc(C)c3)C(C)C)CC2)cc1 (stereo unspecified),12,5,0,0,0.1,5,4,4,-4
CC(C)CC(OC(=O)c1ccco1)C(=O)NC1CCCC1 (stereo unspecified),7,-1,-7,-3,1.7,1,2,5,1
CCC(O)(c1ccc(OC)cc1)C(CN1CCOCC1)c1ccccc1 (stereo unspecified),9,0,2,6,1.2,2,1,0,1
O=C(NN=C1CCCC1)c1cccc(Br)c1,2,11,1,-3,-1.9,0,3,4,4
COC(=O)CN1C(=O)Nc2ccc(Br)cc2C1c1ccccc1Cl (stereo unspecified),1,-1,0,12,1.9,6,18,7,-2
CC(C)(C)c1ccc(OCC(=O)N/N=C/c2ccsc2)cc1,2,1,-9,3,-1.3,-4,-1,-5,7
O=C(Cn1c(=O)oc2cc(S(=O)(=O)N3CCc4ccccc43)ccc21)NC1CCCC1,6,1,-1,10,-2.3,6,5,5,3
COc1ccc(N2CCN(c3ccc(N)cc3C#N)CC2)cc1,1,2,0,5,-1.7,-1,3,6,-8
CCOC(=O)C1CCN(S(=O)(=O)c2c(C)n[nH]c2C)CC1,1,2,6,6,-0.4,7,4,-2,0
CC(C)c1ccc(N(CC(=O)NC(C)(C)C)C(=O)CCC(=O)Nc2nccs2)cc1,1,-5,2,1,2.0,6,4,-2,3
Cc1cc(N2C(=O)C(O)=C(C(=O)c3ccco3)C2c2ccc(Cl)cc2)no1 (stereo unspecified),-4,0,-6,-4,-0.2,5,-2,-5,-3
COc1ccccc1OCC(=O)NNC(=O)c1ccc2c(=O)n3c(nc2c1)CCC3,-2,1,-6,7,-3.1,-6,6,8,19
CC(=O)c1cccc(NC(=O)CSCc2ccccc2)c1,5,2,-6,5,-1.5,4,3,5,-2

(more compounds)
mol,PAFAH1B2 FP inh,Fam108B inh,PME-1 primary,GLD-1 RNA inh,MEX-5 binding,pPAFAH FP inh,Bcl-xL primary,MCL1-BIM inh,AHR activator
COC(=O)c1sccc1NC(=O)CC1C(=O)NCCN1C(=O)c1ccc(F)cc1 (stereo unspecified),-7,1,-1,-1,-2.2,4,11,10,-3
Cc1nn(C)c(C(=O)N/N=C/c2cc3c(cc2Br)OCO3)c1Br,0,14,3,9,0.3,-3,1,5,24
O=C(Nc1cccc(Cl)c1)OCCN1CCN(Cc2ccccc2)CCC1=O,3,-5,2,6,0.4,2,2,-2,3
COc1ccc(OC)c(/C=C/C(=O)OCC(=O)N2CCCCC2)c1,6,.,.,0,.,5,.,.,1
CC(C)NC(=O)Nc1cccc2c1O[C@H](CN(C)S(=O)(=O)c1cccs1)[C@@H](C)CN([C@H](C)CO)C2=O,7,.,.,-3,.,2,.,.,0
